Bioassay records as filed in PubChem BioAssay.
GSK3B inh – inhibitors of human GSK3beta kinase; activity score (negative = inhibition), % at 10 µM; AID 2097; 300,000 compounds, 0.038% hits; P49841; GST-GSK3beta kinase, ADP-Glo luminescence, 60 min; active compounds read low;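 active = more than half of replicate wells score below -50%, meaning over 50% inhibition versus plate controls; inconclusive = some replicates but at most half score below -50%; inactive = no replicate scores below -50%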;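 also: 0% = median DMSO wells and -100% = median GW8510 positive control wells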
Target sequence (P49841 whole entry, looked up): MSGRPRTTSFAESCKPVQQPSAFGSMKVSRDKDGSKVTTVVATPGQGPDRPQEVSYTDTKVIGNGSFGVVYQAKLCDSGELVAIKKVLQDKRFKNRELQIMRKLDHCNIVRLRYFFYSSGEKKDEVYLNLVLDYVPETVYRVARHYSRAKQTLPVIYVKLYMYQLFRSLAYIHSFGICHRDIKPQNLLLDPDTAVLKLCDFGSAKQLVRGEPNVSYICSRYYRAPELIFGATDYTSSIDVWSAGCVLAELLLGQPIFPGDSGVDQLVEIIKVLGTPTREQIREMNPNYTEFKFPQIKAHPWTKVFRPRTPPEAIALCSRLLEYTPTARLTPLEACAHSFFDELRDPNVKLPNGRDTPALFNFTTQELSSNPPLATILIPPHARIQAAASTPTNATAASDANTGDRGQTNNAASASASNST
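Assay system: GST-tagged human GSK3beta kinase, cell-free; Input: 1.6 ng GSK3beta; Medium: Tris/MgCl2 kinase buffer; Timing: 60 min enzyme reaction, room temperature; Signal: ADP-Glo luminescence quantifying ADP generated by kinase; Evaluation: score relative to plate controls; Benchmarks: DMSO neutral wells and GW8510 at 20 µM as positive.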
HSF1 activator – increases HSF-1 driven luciferase reporter signal. NIH3T3-HGL HSF-1 luciferase reporter, MG132, 8 h; 100% = twice DMSO control signal. activation, % at 9 µM. 300,000 compounds, 1.7% hits. AID 504408;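 active = mean replicate activation of at least 50% with a set share of replicates each reaching 50%; inconclusive = only one of those two conditions met; inactive = mean below 50% and too few replicates reaching it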;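 also: 0% = median of the neutral control wells and 100% = twice that signal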
PolyA inhibitor – yeast polyadenylation inhibition; S. cerevisiae SKY197-pL101 polyadenylation reporter, beta-gal luminescence; efflux-impaired pdr1/pdr3 knockout yeast; score 100 = 6 SD above DMSO; calls only at 12 µM; 300,000 compounds, 0.02% hits;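 active = lowest replicate activity score at least 50, where 100 means six control SD above control mean; inconclusive = lowest score under 50 but half or more replicates reach 50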;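 also: yeast exposed to compound for 9 h at 30 °C; higher score means more reporter readthrough which indicates perturbed polyadenylation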
HDAC3 inh – inhibitors of human histone deacetylase 3; O15379; recombinant HDAC3, fluorogenic peptide/trypsin coupled, fluorescence; inhibition, % at 8.3 µM; 320,000 compounds, 0.15% hits; AID 2718; in the data active = inhibition above about 26%, passing the limit was not always enough; inconclusive = no clear call, values can overlap the other calls
DYRK1A inh – inhibitors of rat Dyrk1A kinase; Q63470; ADP-Glo luminescence, NFATc1 peptide; inhibition, % at 12.5 µM; 310,000 compounds, 0.43% hits; AID 504441; in the data active = inhibition above about 50%;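 also: plate controls were vehicle with enzyme for no effect and no enzyme for full effect; many of its hits are not listed in these tables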
Platelet DG rel – modulates dense granule release in human platelets | inhibition, %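 (compounds screened at 7.5 µM in platelet-rich plasma)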 | 300,000 compounds, 0.22% hits | AID 1663 | human platelet-rich plasma, SFLLRN dense granule ATP release, luminescence;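 active = mean replicate score, as percent of positive control, at or above 50; inconclusive = mean below 50 but at least one replicate at or above 50; inactive = mean and every replicate below 50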
HSF1 inh – HSF1 inhibition; NIH3T3-HGL HSE-luciferase, MG132-induced, luminescence 8 h; active compounds read low; activity change, negative = inhibition, % at 7.5 µM (by protocol); 300,000 compounds, 0.77% hits; AID 2098;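 active = more than half of replicate wells show activity change below -50%, luminescence cut by over half; inconclusive = some wells, but at most half, below -50%; inactive = no replicate well below -50%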;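 also: luciferase reports HSF-1 transcriptional activity via heat shock element; 0% = median of DMSO wells and -100% = zero luminescence signal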
AI-2 QS mod – Vibrio harveyi AI-2 quorum sensing modulation | Vibrio harveyi JMH597 AI-2 luminescence/OD600 ratio, 9 h; active compounds read low; strain lacks LuxN and CqsS sensors; 0 = neutral-control median | 300,000 compounds, 0.4% hits | activity change, % at 7.5 µM; in the data active = activity change below about -75%, passing the limit was not always enough; inconclusive = no clear call, values can overlap the other calls;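 also: luminescence divided by OD600 gain over 9 h not by final OD600 alone; inactives centre near 13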
HSP90 refold inh – blocks HSP90-mediated luciferase refolding in reticulocyte lysate. Rabbit reticulocyte lysate, luciferase refolding luminescence, 3 h. inhibition, % at 5.6 µM. AID 1789. 290,000 compounds, 0.91% hits;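 active = inhibition above the screen-wide mean plus 3 SD, computed separately per campaign, cut at about 16% in these data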;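 also: 0% = DMSO wells and 100% = 60 µM geldanamycin wells; inhibitors lower the luminescence because luciferase stays unfolded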
GSK3 alpha inh – inhibitors of human GSK-3 alpha kinase; ADP-Glo luminescence, 60 min; 320,000 compounds, 0.1% hits; P49840; inhibition, % at 10 µM;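 in the data active = inhibition above about 50%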;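 also: GST-tagged GSK-3 alpha with peptide substrate and 25 µM ATP; 0% = DMSO neutral wells and 100% = GW8510 positive control wells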
Target sequence (P49840 whole entry, looked up): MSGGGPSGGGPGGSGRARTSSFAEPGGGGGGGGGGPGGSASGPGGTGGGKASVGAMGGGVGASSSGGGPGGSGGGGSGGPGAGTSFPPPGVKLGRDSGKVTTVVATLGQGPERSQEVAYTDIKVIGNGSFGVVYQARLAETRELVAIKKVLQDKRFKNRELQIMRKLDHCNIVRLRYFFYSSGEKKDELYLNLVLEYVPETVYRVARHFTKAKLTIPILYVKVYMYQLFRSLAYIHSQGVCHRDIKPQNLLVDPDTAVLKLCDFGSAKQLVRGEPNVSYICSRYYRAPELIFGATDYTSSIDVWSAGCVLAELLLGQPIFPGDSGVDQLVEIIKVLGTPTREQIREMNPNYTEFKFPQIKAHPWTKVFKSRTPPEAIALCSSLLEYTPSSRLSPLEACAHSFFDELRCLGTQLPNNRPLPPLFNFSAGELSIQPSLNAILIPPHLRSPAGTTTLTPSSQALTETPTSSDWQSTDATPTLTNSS
Numbers without * were called inactive; i = inactive; ? = inconclusive; . = not tested or not shown. An excerpt; the hit share may differ from the screen's.

SMILES	GSK3B inh	HSF1 activator	PolyA inhibitor	HDAC3 inh	DYRK1A inh	Platelet DG rel	HSF1 inh	AI-2 QS mod	HSP90 refold inh	GSK3 alpha inh
CCCC(c1nnnn1Cc1ccc(OC)cc1)N1CCN(c2ccccc2)CC1 (centres undefined)	-2	1	i	.	0	2	3	18	1	.
Cc1ccc(-c2nn(-c3ccccn3)c(=O)c3ccccc23)cc1C	-1	17	i	.	16	6	6	20	6	0
COc1ccc(Cc2n[nH]c(=S)n2NC(=O)Nc2ccc(C)cc2)cc1	2	-4	i	5	-4	-3	-1	6	-4	-4
Cc1cc(Cl)cc(C)c1OCCCCCn1ccnc1	0	-16	i	?	0	0	-2	33	1	4
O=C(Cn1ncc2c1-c1ccccc1OC2)N1CCN(c2ccccn2)CC1	1	10	i	-12	7	0	1	3	0	0
Oc1ccccc1-c1nc(NCc2ccco2)c2ccccc2n1	-2	16	i	3	-5	2	11	13	3	-5
Cc1cccc(NS(=O)(=O)c2ccc3[nH]c(=O)[nH]c3c2)c1C	0	4	i	-3	6	0	3	6	2	0
O=C(NCCc1ccccc1)c1ccccc1C(=O)NCCc1ccccc1	1	25	i	-9	.	2	11	3	.	1
CCOc1cc(NC(=O)CCl)c(OCC)cc1NC(=O)CCl	1	-10	i	9	-7	4	-3	-6	-1	-3
CC1(C)CC(=O)C(C(c2ccccc2F)C2C(=O)CC(C)(C)CC2=O)C(=O)C1	1	9	i	-1	-9	3	5	2	-3	0
COC(=O)Cn1c(=O)c2c(nc3n2CCCN3CCc2ccc(OC)c(OC)c2)n(C)c1=O	-3	-8	i	-3	9	-7	0	10	0	-1
COc1cccc(NC(=O)CN(C)C(=O)Cc2ccc(Cl)cc2Cl)c1	2	5	i	8	-5	17	6	29	-2	-2
Cc1ccc(S(=O)(=O)N2CCCCC2CCNC(=O)C(=O)NCc2ccco2)cc1 (centres undefined)	-5	8	i	.	-10	-17	2	6	.	.
CC(=O)c1ccc(N2CCN(C(=O)Nc3ccc(F)cc3)CC2)cc1	4	-25	i	7	0	3	-5	24	-1	0
COc1ccccc1-c1cc(C(=O)N2CCCCC2)no1	1	37	i	-8	1	-1	4	24	2	-1
COc1cccc(-c2onc3ccc(C4(C)OCCO4)cc23)c1	1	19	i	7	6	-4	0	18	4	-1
CCOC(=O)/C(=N/Nc1ccc(Cl)cc1)Sc1nnnn1-c1ccc(C)cc1	2	74*	i	4	2	12	55	16	-2	0
Oc1ccccc1/C=C/c1noc(-c2ccccc2O)n1	3	12	i	-11	-1	10	17	31	-5	0
Cc1sc2nc(C3CC3)nc(NCCNS(C)(=O)=O)c2c1C	1	-3	i	-1	13	4	2	0	-3	-1
CN(C)S(=O)(=O)c1ccc(C(=O)OCC2COC(C)(C)O2)cc1 (centres undefined)	0	7	i	2	-3	3	-7	-72	0	0
Cc1ccccc1NC1=C(Cl)C(=O)OC1NC(=O)c1ccccc1 (centres undefined)	2	1	i	0	1	-18	-4	16	3	-3
COC(=O)C(/C=N/OCc1ccc([N+](=O)[O-])cc1)NC(=O)c1ccccc1 (centres undefined)	0	1	i	44*	0	-3	-1	8	-1	-2
NNC(=O)Cn1c(-c2ccccc2)cc2ccccc21	-1	15	i	0	6	0	9	37	-2	-1
COc1ccc(CNC(=O)C2(CC3CC(c4ccccc4)=NO3)CCN(C(=O)OC(C)(C)C)CC2)cc1 (centres undefined)	-3	18	i	0	-5	1	7	20	.	-2
CCS(=O)(=O)NCCNc1ccc([N+](=O)[O-])cc1	3	2	i	-2	10	-1	-4	45	4	1
COc1ccc(C(=O)N/C(=C\c2cn(C)c3ccccc23)C(=O)N2CCOCC2)cc1OC	-1	-10	i	2	-7	1	-7	27	1	-5
CCN1C(=O)CSC1=Nc1ccc(Cl)c(Cl)c1	1	-7	i	2	-5	-2	-6	-2	7	-3
N#Cc1ccc(C(=O)Nc2cccc3cccnc23)c(F)c1	-4	5	i	-2	-1	2	-4	31	3	-1
CC(=O)CCc1ccc(OCCCCn2cncn2)cc1	1	-7	i	-1	2	2	4	20	-3	-2
N#C/C(=C\c1cn(Cc2ccc(F)cc2)c2ccccc12)C(=O)NCc1ccco1	1	15	i	1	-2	-4	-2	30	-4	2
COCCNC(=O)C(=O)NCC1OCCN1S(=O)(=O)c1cccs1 (centres undefined)	1	12	i	-11	4	8	3	-10	-3	-4
Cc1ccccc1S(=O)(=O)c1c(C)cc(C)n(C(C)C)c1=O	0	3	i	9	-7	-3	-7	9	-1	-5
CC(=O)c1cccc(NC(=S)NCc2ccco2)c1	-3	3	i	-6	7	-1	4	21	-1	-1
CC(C)Cc1nnc(NC(=O)CCc2ccccc2)s1	-1	14	i	-2	5	-5	3	22	1	1
CC(C)c1nc(-c2ccc([N+](=O)[O-])cc2)cs1	1	14	i	5	1	2	6	11	-4	0
CCOC(=O)CSc1nnc(NC(=O)c2cccc([N+](=O)[O-])c2)s1	1	11	i	5	-7	-1	-2	4	-3	-1
O=C(NCCO)c1cc2c([nH]c3ccccc32)c(-c2ccccc2)n1	2	5	i	-12	6	-8	0	3	-2	4
Cc1cc(NC(=O)CN2CCN(c3ncccn3)CC2)no1	2	3	i	2	-3	0	1	16	1	0
COc1ccc(N(CC(=O)NCc2ccc3c(c2)OCO3)S(=O)(=O)c2c(C)nn(C)c2C)cc1	3	-2	i	3	2	21	5	8	1	-2
CN1C(=O)/C(=C\c2ccc(OC(=O)c3ccco3)cc2)SC1=S	-3	2	i	1	5	5	4	30	-4	-4
COc1ccc(NC(=O)CN(C)C(=O)CCc2nc3cc(S(=O)(=O)N4CCOCC4)ccc3n2C)cc1	1	-12	i	-1	4	.	-1	21	.	-4
Cn1nnnc1SCc1nc2scc(-c3ccccc3)c2c(=O)[nH]1	1	-9	i	-5	-2	-3	-1	26	3	1
Cc1ccc(S(=O)(=O)N(C)/C(=N/S(=O)(=O)c2ccccc2)c2ccccc2)cc1	2	3	i	1	2	-1	-1	15	-1	0
COC(=O)COc1ccc2cc(-c3ccccc3)c(=O)oc2c1	0	15	i	-247	-6	20	2	14	-2	-4
CO/N=C1\CCCc2c(C(=O)NN)sc(SC)c21	-20	-13	i	0	7	-15	-5	37	-6	-1
Cc1ccc(SC(C)C(=O)Nc2ccccc2C(=O)N2CCOCC2)cc1 (centres undefined)	2	-10	i	4	8	-4	0	35	-1	0
COc1cccc(CN2CCNC(=O)C2CC(=O)N(C)C2CCCCC2)c1 (centres undefined)	3	0	i	3	2	6	1	13	-9	-1
COCCn1nnnc1C(c1cc2cc(C)cc(C)c2[nH]c1=O)N1CCN(c2ccccc2F)CC1 (centres undefined)	-1	3	i	1	-4	-5	-4	1	1	1
CCCc1cc(=O)n2[nH]c(C(F)(F)F)nc2n1	0	-3	i	3	-2	-5	-3	41	1	0
Cc1cnc(NC(=O)Cc2ccc(S(=O)(=O)N3CCOCC3)s2)s1	.	-20	.	2	-1	.	-20	.	.	13
CCOc1ccc(CNc2nnnn2C)cc1OC	-3	8	i	3	3	-1	-2	7	3	0
O=C1c2ccccc2C(Nc2ccc(F)cc2F)N1CCN1CCOCC1 (centres undefined)	2	3	i	6	-5	-2	7	11	1	-1
O=C(CCS(=O)(=O)c1ccc(Cl)cc1)Nc1ccc(F)cc1	-1	1	i	-4	.	0	-3	3	4	-2
CC(C(=O)Nc1cccnc1)C1Sc2ccccc2NC1=O (centres undefined)	2	7	i	4	-3	7	-4	11	-3	2
CCOc1ccc(NC(=O)N2CCN(C(=O)c3ccco3)CC2)cc1	2	-14	i	-6	.	-3	-11	12	0	3
COc1ccc(NC(=O)N2CCN(C(=O)C3CCCO3)CC2)cc1 (centres undefined)	-2	-28	i	2	-5	38	-15	4	1	2
CC(SC1=NCCS1)C(=O)Nc1nnc(-c2ccc(Cl)cc2)s1 (centres undefined)	5	-10	i	1	0	11	2	27	-1	-1
O=C(Nc1ccnn1C1CCN(Cc2cccc(O)c2)CC1)C1CCCC1	-3	3	i	0	.	4	4	25	-3	2
O=C(CN1C(=O)C2C3CC(C(Br)C3Br)C2C1=O)N1CCOCC1 (centres undefined)	-3	7	i	-11	-5	7	-4	15	2	-2
CN(Cc1ccco1)C(=O)C1CCC(=O)N1Cc1ccc(F)cc1 (centres undefined)	0	4	i	2	-13	-17	0	7	4	.
Further records:
SMILES	GSK3B inh	HSF1 activator	PolyA inhibitor	HDAC3 inh	DYRK1A inh	Platelet DG rel	HSF1 inh	AI-2 QS mod	HSP90 refold inh	GSK3 alpha inh
CS(=O)(=O)N(CC(=O)N1CCOCC1)c1cc(C(F)(F)F)ccc1Cl	2	-11	i	-8	1	-2	-5	4	-2	2
CC1=NN(c2ccccc2)C(=O)/C1=C/N(C)C	-4	-1	i	-4	-2	9	4	2	1	-3
O=C(Nc1ccc2c(c1)CN(Cc1ccco1)CC2)C1CCCO1 (centres undefined)	1	8	i	3	13	13	1	4	0	-1
NC(=O)N/N=C/c1c(F)c(F)c(F)c(F)c1F	-2	9	i	1	-2	2	1	12	1	0
Cc1ccc(OCC(=O)Nc2ccc3c(c2)nc(CCN2CCN(C)CC2)n3C)cc1	0	-4	i	8	6	3	-6	1	3	1
CCc1ccc(NC(=O)CSCc2nc(N)nc(Nc3ccccc3CC)n2)cc1	8	8	i	6	5	16	7	11	-1	0
COc1ccccc1NC(=O)C(C)OC(=O)COc1cccc2c1OC(C)(C)C2 (centres undefined)	0	-10	i	-1	-1	-24	-4	34	.	-1
NS(=O)(=O)c1ccc(CCNC(=S)Nc2ccccc2)cc1	-2	39	i	-9	-2	-50	25	19	-1	1
Cc1cccc(-c2nnc(SCCOc3ccc4c(C)cc(=O)oc4c3)o2)c1	0	0	i	2	15	16	-3	9	2	-5
CN(C)c1ccc(S(=O)(=O)NCC(=O)OCC(=O)Nc2cc(Cl)cc(Cl)c2)cc1[N+](=O)[O-]	-1	-15	i	10	-6	9	-4	13	-1	-2
CC(Oc1ccc2c(=O)c(-c3ccc(Cl)cc3)c(C(F)(F)F)oc2c1)C(=O)O (centres undefined)	2	-11	i	2	-10	5	-7	21	-2	-4
COc1ccccc1N1CCN(C(=O)Nc2cccc(C)c2)CC1	3	13	i	1	-2	-5	1	14	1	-1
CCC(=O)Nc1ccc(NC(=O)CSc2nnc(-c3ccco3)n2C)cc1	-4	0	i	5	3	-10	-9	16	-2	-2
